Screening data from PubChem BioAssay.
mIAP act – mouse IAP activation; AID 2805; activation factor at 10 µM; hit rate 0.24% among 330,000; muIAP, CDP-Star luminescence, 30 min; active compounds read high; 1 = vehicle-only enzyme signal, 0 = enzyme-free wells;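 active = activation factor of at least 2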; also: the source names both 10 and 20 µM as test concentration; values of inactives mirror those of a sister screen read the other way
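Assay system: mouse IAP enzyme / Compound: DMSO-dissolved test compounds / Timing: 30 min, room temperature / Measured by: luminescence from enzymatic CDP-Star hydrolysis / Control set: DMSO-only wells, enzyme-free buffer wells as negative control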
ATG4B inh – blocks human ATG4B protease cleavage of LC3 substrate; Q9Y4P1; ATG4B cleavage of LC3-PLA2, NBD-HPC fluorescence, 1 h; inhibition, % at 8.33 µM; hit rate 0.51% among 340,000; AID 504462; in the data active = inhibition above about 40%
Target sequence (Q9Y4P1 whole entry, looked up): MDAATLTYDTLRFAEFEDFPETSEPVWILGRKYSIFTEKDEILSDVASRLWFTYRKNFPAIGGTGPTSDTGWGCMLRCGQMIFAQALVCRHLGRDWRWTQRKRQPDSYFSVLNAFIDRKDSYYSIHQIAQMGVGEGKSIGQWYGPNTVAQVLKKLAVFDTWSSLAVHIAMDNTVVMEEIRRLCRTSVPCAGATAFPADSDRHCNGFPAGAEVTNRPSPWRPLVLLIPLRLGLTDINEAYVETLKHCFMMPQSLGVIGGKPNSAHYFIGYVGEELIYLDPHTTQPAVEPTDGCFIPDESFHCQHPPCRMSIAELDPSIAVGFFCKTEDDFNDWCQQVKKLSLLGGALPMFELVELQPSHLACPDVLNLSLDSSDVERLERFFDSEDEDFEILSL
tim10-1 inh – growth inhibitors of tim10-1 mutant yeast; AID 463190; S. cerevisiae tim10-1 ts strain growth, BacTiter-Glo, 24 h; inhibition, % at 20 µM; hit rate 2.2% among 330,000;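 active = inhibition of at least 40%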;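 also: mutant grown at 25 °C; 0% = DMSO wells with yeast and 100% = wells holding no yeast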
Apaf-1 inh – blocks human Apaf-1 apoptosome activity. reconstituted apoptosome caspase-3 activity, DEVD-Rh110 fluorescence. inhibition, % at 20 µM. hit rate 0.71% among 330,000. AID 489030; active = inhibition of at least 40% at 20 µM;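 also: plate controls were DMSO wells for no effect and DEVD-CHO caspase inhibitor wells for full effect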
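Assay system – apoptosome proteins · Medium – Hepes buffer, pH 7.5 · Also added – cytochrome c with DEVD-Rh110 · Timing – 30 min compound preincubation, 50 min activation, room temperature · Detection – Rh110 fluorescence, excitation 480 nm, emission 540 nm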
mIAP block – mouse IAP inhibition. purified mouse IAP, CDP-Star luminescence, 30 min. inhibition, % at 10 µM. hit rate 0.2% among 330,000;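 active = inhibition of at least 40% at 10 µM in the primary screen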;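 also: plate controls were DMSO with enzyme for no effect and no enzyme wells for full effect; values of inactives mirror those of a sister screen read the other way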
hIAP act – human IAP activation | P09923 | purified human IAP, CDP-Star luminescence, 30 min; active compounds read high; 1 = vehicle-only enzyme, 0 = enzyme-free background | activation factor at 10 µM | hit rate 0.16% among 330,000 | AID 2524;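 active = activation factor of the enzyme at least 2-fold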; also: the source names both 10 and 20 µM as test concentration; values of inactives mirror those of a sister screen read the other way
Target sequence (P09923 whole entry, looked up): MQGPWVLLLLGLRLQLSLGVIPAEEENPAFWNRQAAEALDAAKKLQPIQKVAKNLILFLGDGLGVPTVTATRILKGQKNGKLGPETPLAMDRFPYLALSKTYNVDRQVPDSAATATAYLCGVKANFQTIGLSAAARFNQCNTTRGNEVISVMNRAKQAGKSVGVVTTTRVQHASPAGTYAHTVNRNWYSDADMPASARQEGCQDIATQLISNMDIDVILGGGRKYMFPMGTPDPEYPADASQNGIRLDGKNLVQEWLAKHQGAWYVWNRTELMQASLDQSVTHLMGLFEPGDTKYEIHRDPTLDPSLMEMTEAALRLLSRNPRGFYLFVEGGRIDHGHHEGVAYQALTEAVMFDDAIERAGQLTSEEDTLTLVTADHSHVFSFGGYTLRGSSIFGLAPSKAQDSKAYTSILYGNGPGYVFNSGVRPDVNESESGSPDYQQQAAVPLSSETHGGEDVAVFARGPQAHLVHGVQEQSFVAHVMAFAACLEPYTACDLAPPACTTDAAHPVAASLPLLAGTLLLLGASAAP
TIM10 inh – inhibits growth of TIM10 yeast strain | S. cerevisiae TIM10 strain growth, BacTiter-Glo luminescence, 24 h | hit rate 1.4% among 330,000 | inhibition, % at 10 µM;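 active = inhibition of 40% or more at the single tested concentration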;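 also: wild-type TIM10 isogenic control strain grown at permissive 25 °C; 0% = DMSO yeast wells and 100% = minimal medium wells without yeast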
hIAP block – blocks human intestinal alkaline phosphatase | hit rate 0.12% among 330,000 | P09923 | purified IAP, CDP-Star luminescence, 30 min | AID 2544 | inhibition, % at 10 µM;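 active = inhibition reaching a set limit with compound at 10 µM in the primary screen, cut at about 35% in these data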;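 also: plate controls were DMSO wells with enzyme for no effect and no-enzyme buffer wells for full effect; values of inactives mirror those of a sister screen read the other way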
NALP3 yeast inh – blocks the NALP3 inflammasome reconstituted in yeast; hit rate 0.39% among 330,000; Yeast reconstituted NLRP3/ASC/caspase-1, beta-gal luminescence, 24 h; inhibition, % at 10 µM;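 active = inhibition of 50% or more; inactive = inhibition below 50%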;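 also: plate controls were induced DMSO wells for no effect and uninduced yeast grown without galactose for full effect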
* marks the source's active call; other numbers are inactive results; . = no result given.

mol,mIAP act,ATG4B inh,tim10-1 inh,Apaf-1 inh,mIAP block,hIAP act,TIM10 inh,hIAP block,NALP3 yeast inh
C=CCN1C(=O)c2ccc(C(=O)N(C)CC(=O)Nc3ccccc3Br)cc2C1=O,0.94,0,6,6,6,0.81,5,19,2
Cc1nc2ccc(Oc3ccccc3)cc2s1,0.94,-4,-9,4,6,0.92,-7,8,27
CCCCOC(=O)/C=C\C(=O)NC(N)=O,1.2,-8,14,1,-24,0.92,22,8,-40
CCN(CC)S(=O)(=O)c1ccc(C)c(NC(=O)CSc2nc3ccc(C)cc3[nH]2)c1,0.81,-17,23,24,19,1.2,12,-17,8
CCOCCCNC(=O)CS(=O)(=O)Cc1nc(-c2cccc(OC)c2)oc1C,1.1,1,10,-10,-8,0.89,-2,11,5
CCOc1ccc(N(CC(=O)Nc2ccc(C)c(C)c2)S(=O)(=O)c2c(C)[nH]c(=O)[nH]c2=O)cc1,0.99,-4,0,-6,1,1.1,1,-10,8
S=C(NNc1ccnc2cc(Cl)ccc12)Nc1ccc(Cl)cc1Cl,0.9,-4,29,5,10,0.98,-17,2,21
O=c1c2cc(Cl)ccc2[nH]c(=S)n1Cc1ccccn1,0.98,-5,21,7,2,1,-26,-5,1
Cc1ccc(CN(C(=O)c2ccco2)C2CCS(=O)(=O)C2)cc1 (stereo not given),0.97,2,5,-1,3,1.1,7,-6,22
Cc1cccc(NC(=O)c2cc3ccccc3o2)c1,1.2,-22,-30,17,-18,1,25,-2,54*
O=C(CNC(=O)Cc1ccccc1)NCc1cccs1,1.1,-6,16,16,-11,1.2,3,-20,15
CCOc1ccccc1NC(=O)CSc1nc2c(c(=O)n(C)c(=O)n2C)n1C,0.91,-6,6,5,9,1,6,-4,4
Cc1coc2c1c(C)cc1oc(=O)c(Cc3ccccc3)c(C)c12,0.91,0,22,8,9,1.1,-5,-9,-4
Cc1ncoc1C(=O)NC1CC(C)(C)Cc2c1cnn2-c1ccccc1 (stereo not given),1.1,-4,16,9,-8,0.84,9,16,28
CCOC(=O)N1CCN(C(=O)c2cc3c(ccc4ccccc43)oc2=O)CC1,0.99,-12,20,1,1,0.77,29,23,-8
C=CCN1C(=O)S/C(=C/c2ccsc2)C1=O,1,-6,26,7,-3,1,-19,-2,18
Cc1cc(NC(=O)CCC(=O)N(CCC(C)C)C(C(=O)NC2CCCC2)c2cccnc2)no1 (stereo not given),0.97,-16,16,7,3,1.2,-20,-18,10
N/C(=N\OC(=O)c1ccc(Cl)cc1)c1cccnc1,1.1,5,65*,11,-12,1.1,33,-10,6
COc1cc(OC)nc(NC(=O)CSc2nc3ccccc3o2)n1,0.98,-4,1,-19,2,1.1,4,-15,17
COc1ccc(OC)c(NC(=O)Cn2cc(C(=O)c3ccco3)c3ccccc32)c1,0.93,26,32,-6,7,1,19,-3,10

Record cards (already shown). Order of screens: mIAP act, ATG4B inh, tim10-1 inh, Apaf-1 inh, mIAP block, hIAP act, TIM10 inh, hIAP block, NALP3 yeast inh
N/C(=N\OC(=O)c1ccc(Cl)cc1)c1cccnc1 across the screens: 1.1, 5, 65*, 11, -12, 1.1, 33, -10, 6
Cc1ncoc1C(=O)NC1CC(C)(C)Cc2c1cnn2-c1ccccc1 (stereo not given) across the screens: 1.1, -4, 16, 9, -8, 0.84, 9, 16, 28
CCOc1ccccc1NC(=O)CSc1nc2c(c(=O)n(C)c(=O)n2C)n1C across the screens: 0.91, -6, 6, 5, 9, 1, 6, -4, 4

The list continues.
mol,mIAP act,ATG4B inh,tim10-1 inh,Apaf-1 inh,mIAP block,hIAP act,TIM10 inh,hIAP block,NALP3 yeast inh
Cc1cc(NC(=O)COC(=O)c2c(C)noc2C)ccc1Br,0.92,3,-53,5,8,0.94,-18,6,26
N#CC(C(=O)OC1CCCCC1)c1nc2ccccc2nc1N1CCCCC1 (stereo not given),0.75,.,21,15,25,0.93,14,7,15
CC(C)Cn1c(N)c(C(=O)COC(=O)c2cc(C(F)(F)F)nc3c(C(F)(F)F)cccc23)c(=O)n(C)c1=O,0.89,.,-9,-10,11,0.93,-10,7,-3
CCOc1ccc(CNC(=S)Nc2ccccc2)cc1Cl,1.8,4,10,6,-80,1.1,9,-6,9
CC(C(=O)O)n1nc2ccccc2n1 (stereo not given),1,7,2,-1,-1,1.2,6,-16,16
CCCc1nc2ccccc2[nH]1,0.98,-5,14,2,2,1.1,6,-14,8
CCNC(=O)N(C)C[C@H]1N[C@@](CC)(C(=O)OC)[C@H]2C(=O)N(Cc3ccccc3)C(=O)[C@@H]12,1.1,1,-13,-7,-10,1.1,-15,-7,11
CC(C)CN(C(=O)CN1CCN(c2ccc(O)cc2)CC1)c1c(N)n(CC(C)C)c(=O)[nH]c1=O,0.95,-1,12,-1,5,1.1,5,-6,-3
Cc1cc(C(=O)NNC(=S)NC2CCCCC2)cs1,0.96,1,18,1,4,1.9,9,-87,18
Cc1nn(C(C)C(=O)NCCc2ccccc2)c(=O)c2cc3occc3n12 (stereo not given),1,-4,4,1,-1,1.1,-12,-8,10
Cc1nn(C)cc1C(C(=O)NC1CCCCC1)N(C(=O)c1cnccn1)c1ccc(Oc2ccccc2)cc1 (stereo not given),1,14,1,-2,0,1,11,-3,12
O=C(CSc1nc2ccccc2c(=O)n1CC1CCCCC1)N1CCOCC1,0.99,7,30,21,1,1.3,6,-27,25
Cc1ccc(C(C(=O)NC2CCCCC2)N(C(=O)c2csnn2)C2CCCC2)o1 (stereo not given),0.86,-8,30,-2,14,1.2,-6,-19,-1
Cc1ccc(NC(=O)COC(=O)c2ccccc2Nc2ccccc2)cc1,0.94,4,-5,0,6,0.97,5,3,15
N/C(=N\OC(=O)N1CCOCC1)c1ccc(Br)cc1,0.9,-1,60*,-4,10,1.1,50*,-10,19
O=C(Nc1ccc2c(c1)OCCO2)C1CCCN1S(=O)(=O)c1ccc(Cl)cc1 (stereo not given),0.95,-8,24,-1,4,1.1,25,-12,-4
C=CC(=O)Nc1ccc(N(C)c2ccnc(Nc3ccc(N4CCN(C)CC4)cc3)n2)cc1,1.1,-1,-46,62*,-9,1.1,-48,-12,15
COCCCNCCCOc1ccc(Cl)cc1C(C)(C)C,1,-4,10,4,-5,0.95,14,5,33
C/C(=N\S(=O)(=O)c1ccc(C)cc1)N1CCN(S(=O)(=O)c2ccccc2)C1,0.99,-2,18,-4,1,1.1,8,-6,-11
CC(=O)c1ccc(N(CC(=O)NCC2CCCO2)C(=O)CCC(=O)Nc2cc(C)on2)cc1 (stereo not given),0.95,2,-6,7,5,1.2,-10,-23,10
Cc1cccc(C)c1NC(=O)C1(NC(=O)C2CCCN2C(=O)OC(C)(C)C)CCCCC1 (stereo not given),1,-5,29,5,0,0.8,22,20,7
CC1CCC2(CC1)NC(=O)c1ccccc1O2 (stereo not given),0.98,1,8,5,2,1.1,-4,-10,13
COc1ccc(NC(=S)/N=C(\N)Nc2nc(C)c3ccc(C)cc3n2)cc1,0.88,-14,40*,-5,12,0.91,29,9,29
Cc1ccccc1N=Cc1cc2c(cc1O)OC(N)=C(C#N)C2c1ccccc1 (stereo not given),0.77,20,22,8,23,1,17,-3,-4
Cc1ccc(-c2nc3ccc(C(=O)O)cc3nc2-c2ccc(C)cc2)cc1,0.93,-2,37,31,7,0.91,27,9,25
COc1ccc([N+](=O)[O-])cc1NC(=O)c1ccc(N(Cc2ccccc2Cl)S(C)(=O)=O)cc1,0.65,-10,16,2,35,1,9,-1,15
COc1ccc(NC(=O)COC(=O)c2ccc(-n3nc(C)cc3C)cc2)cc1OC,1,-2,10,8,-2,0.86,7,14,-4
COCOc1ccc(C=O)c(OCOC)c1,0.87,-26,-14,4,13,1,-8,-3,13
COCCCNC(=O)C1CC(=O)N(Cc2ccc(OC)cc2)C1 (stereo not given),1.1,-6,-16,3,-10,1.1,-14,-9,1
COc1ccc(C(O)P(=O)(OC(C)C)OC(C)C)c(OC)c1 (stereo not given),0.98,-4,-8,-19,2,0.91,12,9,1
COc1ccccc1OCCNC(=O)c1cccc(S(=O)(=O)N2CCN(Cc3ccccc3)CC2)c1,0.99,-49,11,67*,1,0.89,3,11,16
O=C(CSc1nnc(Cc2cc(=O)[nH]c(=O)[nH]2)n1-c1ccc(F)cc1)N1CCCCC1,0.99,-2,8,6,1,1.1,-1,-11,-7
COc1ccc(N(C)S(=O)(=O)c2cccc(C(=O)Nc3ccc(OC)nc3)c2)cc1,1,.,33,19,-1,1.1,5,-7,-4
CCOC(=O)c1nn(-c2ccc(Cl)cc2)c2nnc(Cc3ccc(C)cc3)c(=O)n12,1,-8,4,2,-4,1.1,12,-8,25
CN(C)c1nc(-c2ccccc2)nnc1C(F)(F)F,0.95,1,26,-1,5,1,-4,-2,7
Cc1noc(/C=C/N(C)C)c1S(=O)(=O)NC1CCCCC1,1,3,12,-1,-1,1.2,5,-22,5
COc1ccc2nc(SCC(=O)Nc3cc(C)on3)[nH]c2c1,0.81,0,-7,-19,19,1.1,-3,-8,4
O=C(CNS(=O)(=O)c1ccccc1)NCC(=O)OCc1ccc(Br)cc1,1.1,-12,-5,5,-7,1.1,-19,-10,12
O=C(Cc1ccc([N+](=O)[O-])cc1)Nc1ccc(Br)cn1,0.98,5,-13,3,2,1.2,-16,-22,4
CCOc1ccc(CN2CCN(CCCc3ccccc3)C(CCO)C2)cc1 (stereo not given),0.96,-1,-8,-1,4,1.1,0,-14,29
CCCCNC(=O)CCSc1ccc(C)cc1,1,7,8,-6,-2,1.1,-24,-8,24
O=C(Oc1ccc(Br)cc1C(=S)N1CCOCC1)c1cccc([N+](=O)[O-])c1,0.92,0,12,6,8,1,16,-3,4
O=C(COC(=O)/C=C/c1ccc(Br)o1)NCCCN1CCCC1=O,1.1,-5,9,-2,-11,1.1,-4,-6,10
Cc1c(C(=O)N2CCCCC2)c(S(=O)(=O)NCc2ccc(Cl)cc2)c(C)n1C,0.94,-2,26,-10,6,0.97,19,3,-1
CCOC(=O)c1csc(NC(=O)c2cccs2)n1,1,0,36,-4,-1,0.83,-8,17,24
NC(=O)C1CCN(C2CC(=O)NC2=O)CC1 (stereo not given),0.87,5,-1,-5,13,1,1,-3,1
O=C(/C=C/c1ccco1)OCc1nnc(-c2ccccc2)o1,0.94,-2,4,-5,6,0.96,6,4,35
CNS(=O)(=O)c1cccc(C(=O)OCC(=O)NC2CCCC2)c1,1,-1,16,3,0,1.1,-15,-13,5
OC(CN=c1sc2ccccc2n1CC(O)COc1ccccc1)COc1ccccc1 (stereo not given),0.93,-9,27,31,7,0.84,35,16,9
O=C(c1cccc(N2CCCC2=O)c1)N1CCOCC1,0.94,-5,33,-7,6,1.1,12,-9,0
CCO[C@@H]1OC(C(=O)O)=C[C@H](c2coc3ccccc3c2=O)[C@H]1CCCO,1,0,4,-5,-3,0.97,10,3,10
CN(C)c1cc(-c2ccc([N+](=O)[O-])cc2)oc(=O)c1Cl,1,6,6,-14,0,1,11,-2,10
